High-throughput results deposited in PubChem by several laboratories.
MEX-5 binding = C. elegans MEX-5 TCR-2 RNA binding activity | MEX-5/FITC-TCR2 RNA binding, fluorescence polarization; hits give low values | activity score (negative = inhibition of binding), % at 10 µM | 300,000 compounds, 0.38% hits | AID 1832;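 active = inhibition past about -25% in most replicates, and total fluorescence under double the plate's negative control median, limit read from the data; inconclusive = replicates evenly split on the limit, or fluorescence at least double controls; inactive = too little inhibition in most replicates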;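 also: 0% = DMSO and -100% = 5 µM competing unlabeled TCR2 RNA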
CIT2-GFP yeast = alters CIT2-GFP fluorescence in TOR pathway yeast screen. S. cerevisiae CIT2-GFP strain, flow cytometry, 3 h; 100 means same as DMSO wells. GFP response vs DMSO, % at 10 µM. 320,000 compounds, 0.065% hits. AID 2029;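 active = GFP response relative to DMSO above a set limit, near the screen mean plus 3 SD, cut at about 150% in these data; inconclusive = Fewer than 70 cells measured for a yeast strain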;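 also: ratio of well median GFP fluorescence to mean of DMSO wells on the plate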
CR mimetic SO = lowers age-related superoxide in aged yeast cells; AID 2690; S. cerevisiae aged cells, superoxide DHE fluorescence; hits give low values; 330,000 compounds, 0.18% hits; superoxide response (% of plate mean), % at 10 µM;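 active = superoxide response under a set limit, about three screen SD below normal, cut at about 65% in these data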;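 also: yeast aged for seven days with compound at 30 °C before DHE staining; 100% = average MFI of all compound-treated wells on the plate with controls excluded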
GLD-1 RNA inh = GLD-1-TGE RNA interaction inhibition (C. elegans). Q17339. purified GLD-1 + fluorescein TGE RNA, fluorescence polarization. inhibition, % at 5.96 µM. 320,000 compounds, 0.44% hits;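 active = percent inhibition above a per-plate cutoff, the plate mean of test compounds plus 3 SD, cut at about 30% in these data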;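 also: 0% = DMSO wells with GLD-1 and probe and 100% = wells lacking GLD-1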
AGP1 TOR yeast = modulators of TOR pathway AGP1-GFP in S. cerevisiae; GFP response vs DMSO, % at 10 µM; S. cerevisiae AGP1-GFP multiplex flow cytometry, 3 h; GFP as percent of DMSO wells; 320,000 compounds, 0.02% hits;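 active = GFP response relative to DMSO above a set limit, near screen average plus 3 SD, cut at about 150% in these data; inconclusive = fewer than 70 cells counted for the yeast strain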;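 also: median GFP channel fluorescence of the gated AGP1 strain per well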
MCL1 BIM primary = disrupts human MCL1 binding to BIM-BH3 peptide. Q07820. GST-MCL1 / FITC-Bim-BH3 fluorescence polarization. inhibition, % at 10.9 µM. 320,000 compounds, 0.68% hits. AID 2057;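 active = inhibition above the mean inhibition of all tested compounds plus 3 SD, set per campaign, cut at about 40% in these data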;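 also: 0% = DMSO wells and 100% = unlabeled Bim-BH3 peptide control; higher means more loss of mP so more displacement of Bim peptide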
BCLXL inh = inhibitors of human Bcl-xL | GST-Bcl-xL / FITC-Bim BH3 peptide fluorescence polarization | inhibition, % at 10.9 µM | 320,000 compounds, 0.7% hits | AID 2129;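 active = inhibition above the mean of all tested compounds plus 3 SD, cutoff set per campaign, cut at about 30% in these data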;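 also: 0% = DMSO wells and 100% = unlabeled Bim-BH3 peptide competitor; inhibitors lower millipolarization by displacing the labeled peptide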
GRK2 inh = blocks RNA aptamer binding to human GRK2; bead flow cytometry, FAM-aptamer displacement from GRK2; inhibition of aptamer binding, % at 10 µM; 330,000 compounds, 0.59% hits;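 active = inhibition of aptamer binding above 40%, roughly 3 SD of noise, on plates passing a quality check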;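 also: median bead fluorescence of bound FAM aptamer so fluorescent compounds give negative values; no value below 0 was filed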
VLA-4 inh = inhibition in a human VLA-4 binding assay; P13612; VLA-4 expressing cells, ligand binding flow cytometry; 330,000 compounds, 0.2% hits; inhibition, % (about 7 µM as worked out from the volumes in the protocol); in the data active = inhibition above about 50%
Target sequence (P13612 whole entry, looked up): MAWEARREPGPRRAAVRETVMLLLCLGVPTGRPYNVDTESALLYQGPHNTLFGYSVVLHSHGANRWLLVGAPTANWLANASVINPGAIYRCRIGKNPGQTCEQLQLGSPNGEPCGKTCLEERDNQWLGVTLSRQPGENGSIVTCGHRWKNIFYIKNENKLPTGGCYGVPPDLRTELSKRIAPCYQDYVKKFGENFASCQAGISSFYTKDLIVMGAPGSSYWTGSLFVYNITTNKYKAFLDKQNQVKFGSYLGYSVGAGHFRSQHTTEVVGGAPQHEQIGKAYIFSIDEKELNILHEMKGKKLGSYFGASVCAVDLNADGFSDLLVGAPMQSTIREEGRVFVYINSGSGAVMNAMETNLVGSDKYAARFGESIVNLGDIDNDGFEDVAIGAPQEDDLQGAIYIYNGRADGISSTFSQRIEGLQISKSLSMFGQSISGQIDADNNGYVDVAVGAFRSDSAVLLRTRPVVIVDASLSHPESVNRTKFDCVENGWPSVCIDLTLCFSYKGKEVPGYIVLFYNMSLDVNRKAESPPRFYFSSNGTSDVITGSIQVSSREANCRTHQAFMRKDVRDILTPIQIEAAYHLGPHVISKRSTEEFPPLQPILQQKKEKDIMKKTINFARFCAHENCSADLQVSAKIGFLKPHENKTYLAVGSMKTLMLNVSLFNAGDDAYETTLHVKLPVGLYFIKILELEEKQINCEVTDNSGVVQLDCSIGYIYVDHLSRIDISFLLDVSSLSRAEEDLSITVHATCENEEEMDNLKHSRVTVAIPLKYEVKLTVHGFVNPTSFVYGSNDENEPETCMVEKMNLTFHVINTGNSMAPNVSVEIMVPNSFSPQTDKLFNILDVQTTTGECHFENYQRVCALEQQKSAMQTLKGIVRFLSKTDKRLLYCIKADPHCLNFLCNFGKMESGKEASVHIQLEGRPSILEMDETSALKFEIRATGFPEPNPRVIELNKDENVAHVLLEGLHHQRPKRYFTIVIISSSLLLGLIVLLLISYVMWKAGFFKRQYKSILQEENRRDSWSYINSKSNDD
* hit, by the source's call; ? = inconclusive; . = no result given.

canonical_smiles,MEX-5 binding,CIT2-GFP yeast,CR mimetic SO,GLD-1 RNA inh,AGP1 TOR yeast,MCL1 BIM primary,BCLXL inh,GRK2 inh,VLA-4 inh
CC(=O)Nc1ccc(/C=N/NC(=O)c2cc3ccccc3nc2C)cc1,-4.4,93.8,91.5,-10.6,104.2,3.2,2.9,1.0,3.5
OCCN(Cc1ccccc1)CC1CC=CCC1 (stereo not given),-0.8,91.8,113.1,2.6,97.2,-2.2,-0.4,0.0,6.8
CCCCCC(O)c1cccc(OCc2ccc3ccccc3n2)c1 (stereo not given),1.9,70.2,98.9,3.2,79.0,-7.7,-0.5,5.0,46.7
CCCN(CC(=O)Nc1ccccc1C)C(=O)c1nn(CC)c(=O)c2ccccc12,.,83.5,93.5,1.4,92.4,4.8,4.9,0.0,5.7
COC(=O)c1ccc(NC(=S)NC(=O)c2c(-c3ccccc3)noc2C)cc1,-1.3,100.8,102.3,3.5,97.7,4.2,4.5,2.0,3.4
COc1ccc(-c2nnnn2C)cc1S(=O)(=O)Nc1ccc(C)cc1C,-0.5,107.7,89.3,-5.3,105.9,-6.5,1.6,3.0,0.7
O=C(CS(=O)(=O)c1ccccc1)N1CCN(c2ccccc2)CC1,-1.6,98.9,81.6,1.4,105.0,-1.2,7.4,4.0,9.2
Cc1cc(C)c(NC(=O)Cn2c([N+](=O)[O-])cnc2C)c(C)c1,-4.2,85.5,86.0,2.0,99.4,0.5,2.3,1.0,8.5
CCCCN(C)CCC(=O)Nc1ccc(F)c(F)c1,-1.0,102.1,101.3,-2.0,99.8,13.3,3.7,0.0,7.0
O=C(CSC1=NS(=O)(=O)c2cc(Cl)ccc2N1)Nc1ccccc1F,2.7,101.2,102.0,-5.5,108.0,5.3,0.3,3.0,-9.8
Oc1ccc(Cn2ccnc2)c2cccnc12,1.2,115.4,90.5,-0.1,110.3,14.7,4.7,1.0,3.9
CC(=O)OCC12COC3c4ccccc4OC(C)(CC1C)C3C2C (stereo not given),0.4,99.1,87.8,2.5,100.3,6.3,5.1,2.0,-4.3
Cc1ccc2nc(Cl)c(C#N)cc2c1,-1.3,106.5,103.5,-11.5,93.3,-3.1,1.6,0.0,0.0
COc1ccc(N/C(=N/c2nc(C)cc(C)n2)NC(=O)Nc2ccc(Cl)c(Cl)c2)c(OC)c1,-2.9,101.5,89.6,1.7,92.1,2.2,7.7,0.0,11.3
CC1CC(OCC(O)C[N+]2(C)CCOCC2)CC(C)(C)C1 (stereo not given),0.0,98.8,104.3,3.0,104.1,-11.2,-8.2,0.0,-2.3
O=C(COc1ccc2c3c(c(=O)oc2c1)CCCC3)NCCCn1ccnc1,7.1,113.3,88.0,-4.8,123.3,-3.9,1.9,0.0,-2.1
O=S(=O)(c1ccc2ccccc2c1)N1CCN(C2CCN(Cc3ccccc3)CC2)CC1,0.6,111.1,94.8,3.2,96.2,3.7,5.2,.,19.8
Cc1ccc(OCC(=O)NNC(=O)c2ccc3c(=O)n4c(nc3c2)CCC4)cc1,-0.2,98.6,88.7,-6.1,107.8,-3.3,-2.3,0.0,1.6
CC(C)CNC(=O)c1cc(-c2ccc3c(c2)OCO3)on1,1.6,91.7,100.9,-1.6,105.8,-5.1,-2.1,2.0,-1.6
CNC(=O)COc1coc(CN2CCN(c3ccccc3OC)CC2)cc1=O,1.1,105.5,88.3,-1.2,105.4,-1.4,7.8,0.0,11.0
O=C(/C=C/c1c(Cl)nc2ccccn12)N1CCCCC1,0.6,99.1,153.4,-0.9,91.9,3.7,1.2,2.0,0.2
Cc1c(C)[n+](=O)c(-c2cccs2)c(C)n1[O-],-1.7,100.0,109.7,-10.1,99.1,-0.8,-1.9,0.0,8.9
O=S(=O)(Nc1ccc2c(c1)OCCO2)c1cnc[nH]1,-2.1,.,115.4,4.7,103.4,4.5,1.9,0.0,-6.2
COc1cc2c(cc1OC)C(c1cc(OC)c(OC)cc1[N+](=O)[O-])N(C(C)=O)CC2 (stereo not given),-0.1,106.7,91.8,3.6,102.0,-1.4,-1.0,1.0,41.0
CCOc1cc(/C=C/c2ccc3cccc([N+](=O)[O-])c3n2)cc(Cl)c1O,-5.8,100.5,97.1,5.0,97.0,-0.3,5.8,4.0,-8.3
COC(=O)C1(C(F)(F)F)N=C(C(F)(F)F)Nc2ccc(Cl)cc21 (stereo not given),-1.4,106.0,112.0,3.7,104.1,-4.0,-2.0,0.0,12.4
COc1cc2c(C#Cc3cccnc3)c(-c3ccsc3)oc(=O)c2cc1OC,.,74.2,101.4,-0.1,93.5,.,.,0.0,-2.6
COc1ccc(S(=O)(=O)n2nc(OC(=O)c3cccs3)cc2N)cc1,-1.0,.,88.4,6.0,91.4,6.9,10.3,5.0,9.3
NC(=S)N=Nc1c(O)[nH]c2cc(F)c(F)cc12,-9.7,94.6,93.1,2.6,100.7,16.9,17.8,0.0,3.7
COc1ccc(C(CC(=O)NC(C)c2ccc(-c3ccccc3)cc2)NC(C)=O)cc1 (stereo not given),0.0,101.6,110.1,-4.5,105.6,5.2,-0.3,0.0,6.6
COc1ccc(C(=O)Nc2ccc(CN3CCS(=O)(=O)CC3)cc2)cc1,-1.3,95.0,107.9,5.9,108.4,-1.0,-0.4,1.0,5.9
CCOCc1cnc(C)nc1NCC(=O)c1c(C)[nH]c2ccccc12,0.8,91.5,111.7,3.2,96.3,-17.9,-4.9,56.0*,1.1
Cc1cccc2c1NC(=O)C21OCC(CO)([N+](=O)[O-])CO1 (stereo not given),2.3,101.3,90.3,-3.9,104.2,-5.2,-0.4,1.0,9.3
CCCOc1ccc(C(=O)Nc2ccc3c(c2)OCO3)cc1,-2.0,111.2,89.9,4.0,101.7,-6.2,4.5,6.0,1.2
O=C(NCc1cccnc1)c1ccc(Cl)c(S(=O)(=O)N2CCCCCC2)c1,2.8,96.3,103.8,-5.1,103.0,4.2,5.4,1.0,3.8
Cc1ccc(CNC(=O)C2CNc3cc(C)ccc3O2)cc1 (stereo not given),-0.9,96.2,81.2,-0.2,101.5,5.3,4.0,0.0,33.6
O=C(NCc1nnc(SCc2ccccc2)n1-c1ccccc1)C12CC3CC(CC(C3)C1)C2,-1.3,93.7,102.1,-3.2,100.5,-2.8,8.1,1.0,-1.1
C=CCN1CCN(C(=O)CSc2ccccc2)CC1,-0.6,109.5,103.3,3.4,94.2,12.0,5.4,0.0,7.0
CC(C)NC(=O)CC(=O)N/N=C/c1ccccc1F,-0.6,88.9,124.8,-3.0,87.2,8.8,7.1,0.0,-2.7
O=C(CSc1cn(CCNC(=O)c2ccc3ccccc3c2)c2ccccc12)NCc1ccco1,0.4,93.5,101.0,-1.6,97.2,-10.1,-3.7,8.0,-26.2
COCCNS(=O)(=O)c1ccc2c(c1)Cc1cc(S(=O)(=O)NCCOC)ccc1-2,-0.5,106.1,98.2,-3.7,97.9,5.3,1.1,4.0,25.2
CCC(C)(C)n1nnnc1C(c1ccc2ncccc2c1)N1CCCC(C)C1 (stereo not given),-2.4,96.9,96.5,-6.0,95.3,0.9,3.5,1.0,-4.5
O=C(NCCCn1ccnc1)Nc1ccc(Cl)c(Cl)c1,1.6,103.0,109.9,-3.1,102.7,-5.3,-0.8,0.0,8.2
CCC(C)NC(=O)CNC(=S)N(Cc1ccc(F)cc1)C1CCCCC1 (stereo not given),1.4,87.6,110.4,-4.9,95.0,-3.7,-0.5,0.0,5.2
COc1cccc(NC2=NCCCCC2)c1,2.7,104.4,90.3,1.1,107.3,5.0,6.4,0.0,5.5
c1ccc(-c2csc3ncnc(-n4cnc5ccccc54)c23)cc1,0.9,106.0,112.3,1.5,105.1,0.7,4.8,2.0,-35.6
COC(=O)c1ccc(CSc2nc3ccccc3c(=O)n2-c2ccc(OC)c(OC)c2)o1,-3.2,111.7,99.0,4.6,105.9,2.2,3.6,2.0,4.7
Cc1ccc(S(=O)(=O)N(C)CC(=O)Nc2ccc(C)cn2)cc1,1.3,102.9,98.2,7.8,107.2,-7.1,-4.6,0.0,7.7
O=C(COc1ccccc1Cl)Nc1ccc(S(=O)(=O)N2CCOCC2)cc1,0.6,103.5,102.5,3.0,106.2,3.2,0.4,0.0,11.1
O=C(CNC(=O)c1ccc(N2CCCC2=O)cc1)Nc1ccc(F)c(F)c1F,.,98.0,80.7,6.2,98.9,.,.,4.0,2.9
CCOCCCNC(=O)c1c(C)[nH]c(C(=O)OCC)c1C,0.6,102.0,99.3,5.9,104.2,9.3,3.3,0.0,0.4
Cc1ccc2oc(C(=O)N3CCN(Cc4ncccc4C)CC3)c(C)c2c1,-1.8,.,88.1,-1.9,95.2,10.8,6.0,0.0,-2.6
COc1ccc(NC(=O)C2CCC(=O)N2)cc1 (stereo not given),-1.4,97.7,102.0,7.5,90.1,3.6,2.8,3.0,-0.8
COc1ccc(/C=C/c2nc(S(=O)(=O)c3ccccc3)c(N(C)C)o2)cc1,-0.2,89.7,88.0,3.4,97.7,23.2,4.3,0.0,38.7
CC1CCN(S(=O)(=O)c2ccc3ccccc3c2)CC1,-0.7,94.4,97.3,4.5,103.9,0.0,-1.5,0.0,13.0
COc1ccc(-c2oc3cc(O)c(OC)c(O)c3c(=O)c2OC)cc1,-3.0,77.8,112.8,1.0,89.6,0.9,0.8,0.0,19.0
C[C@H](CO)N1C[C@H](C)[C@@H](CN(C)Cc2ccc3c(c2)OCO3)Oc2c(NS(=O)(=O)c3cn(C)cn3)cccc2C1=O,.,.,85.1,4.0,.,.,.,2.0,-5.4
CCNC(=S)NNC(=O)c1cc(Br)cs1,-3.3,104.7,86.9,2.5,105.9,7.1,0.6,1.0,-15.8
COc1ccc(N(CC(=O)NC2CCCCCC2)S(=O)(=O)c2c(C)nn(C)c2C)cc1,.,97.7,82.2,10.0,94.7,0.8,3.1,7.0,6.7
CCCS(=O)(=O)N1CCC(C(=O)Oc2ccc(OC)cc2)CC1,-0.8,98.2,107.2,-1.8,100.1,1.3,-2.2,0.0,8.1

New compounds follow.
canonical_smiles,MEX-5 binding,CIT2-GFP yeast,CR mimetic SO,GLD-1 RNA inh,AGP1 TOR yeast,MCL1 BIM primary,BCLXL inh,GRK2 inh,VLA-4 inh
CC(C)(C)NC(=O)NCCc1ccccc1,-0.3,96.3,103.6,4.3,105.7,-2.2,-0.6,1.0,5.6
CN(C)c1ccc(NC(=O)CSc2nc(C3CC3)nc3ccccc23)cc1,1.3,106.9,95.9,4.0,105.5,3.8,-3.1,0.0,-4.9
S=c1[nH]nc(-c2ccc3ccccc3n2)n1-c1ccccc1Cl,2.8,108.0,100.6,8.9,108.9,-2.2,-8.6,0.0,4.4
c1cc2c(cc1C1CCCN1)OCCCO2 (stereo not given),2.3,?,99.3,-0.8,?,7.2,4.5,2.0,9.1
CCCN1C2CCCC1CC(NC(=S)NCCCOCC)C2 (stereo not given),-0.1,95.6,90.2,4.3,98.5,-2.2,3.7,5.0,-11.9
